Keap1 Nrf2 FP: Keap1-Nrf2 (human) interaction inhibition; Q14145; Keap1 Kelch-Nrf2 peptide fluorescence polarization, 1536-well; inhibition, % at 9.4 µM; 0.15% of 340,000 active; in the data active means inhibition above about 12%; inconclusive means no clear call, values can overlap the other calls; inactive means below about 7.3%;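 further: human Keap1 Kelch domain with fluorescein labeled Nrf2 9mer peptide probe; 0% = neutral control wells and 100% = peptide positive control; higher means more block of Keap1 binding to Nrf2 peptide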
Arrestin-AP2 inh: blocks beta-arrestin peptide binding to AP2 adaptin; 0.31% of 340,000 active; inhibition, % at 10 µM; FITC-arrestin peptide / GST-AP2 beads, flow cytometry; AP2 beta2 appendage carries R879A mutation;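 active means inhibition above a set limit, near 3 SD of compounds lacking own fluorescence, cut at about 54% in these data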;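 further: plate controls were DMSO wells for no effect and 5 µM unlabelled arrestin peptide for full effect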
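System: GST-AP2 R879A bound to glutathione beads, E. coli-expressed. Also added: 50 nM FITC-arrestin peptide. Schedule: compound with beads 12 min RT, then probe 1 h RT. Signal: bead flow cytometry, FITC channel. Read-out basis: percent response.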
NSD2 inh: NSD2 (human) methyltransferase inhibition. NSD2 peptide methylation, AlphaScreen, 120 min. inhibition, % at 12.5 µM. 0.54% of 310,000 active; in the data active means inhibition above about 50%
PvdQ acylase: P. aeruginosa PvdQ acylase inhibition; purified PvdQ acylase, fluorescence plate reader; inhibition, % at 10 µM; 0.063% of 340,000 active; AID 488965; in the data active means inhibition above about 30%, passing the limit was not always enough; inconclusive means no clear call, values can overlap the other calls;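 further: 0% = vehicle neutral wells and 100% = reference inhibitor wells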
DAGLB inh: diacylglycerol lipase beta (human) inhibition. Q8NCG7. HEK293T DAGLB membrane lysate, EnzChek fluorogenic substrate. inhibition, % at 5.17 µM. 0.059% of 340,000 active; in the data active means inhibition above about 34%;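 further: 0% = enzyme with vehicle and 100% = wells lacking enzyme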
Cardiac RTF inh: cardiac RTF calcium desensitization | P19429+P45379 | IANBD-labeled cardiac RTF, Ca2+ fluorescence | inhibition, % at 7.15 µM | 0.12% of 340,000 active | AID 493244;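 active means inhibition above the mean inhibition of all tested compounds plus 3 SD, cut at about 17% in these data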;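 further: assay run at fixed EC70 calcium of 1.6 mM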
SR-BI HDL uptake: inhibitors of mouse SR-BI mediated HDL lipid uptake; ldlA[mSR-BI] CHO cells, DiI-HDL uptake fluorescence, 3 h; inhibition, % at 12.5 µM; 0.96% of 320,000 active;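 active means mean replicate inhibition of at least 70% and a set share of replicates each scoring 70 or more; inconclusive means meets just one of the two criteria; inactive means fails both criteria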;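 further: 0% = median of neutral control wells and 100% = median of positive control wells; values of inactives mirror those of a sister screen read the other way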
LANA DNA inh: blocks KSHV LANA C-terminal domain binding to DNA; 0.078% of 340,000 active; AID 504423; inhibition, % at 9 µM; MBP-C-LANA/FAM-LBS DNA binding, fluorescence polarization;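 active means highest replicate inhibition at or above 60% at 9 µM, even if other replicates fall short; inactive means all replicates below 60% inhibition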;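 further: 0% = neutral control wells and 100% = 4 µM acridine orange control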
SR-BI DiI-HDL act: SR-BI HDL lipid transfer activation; activation, % at 12.5 µM; CHO ldlA[mSR-BI] cells, DiI-HDL uptake fluorescence, 3 h; 100 = double the neutral-control signal; 0.096% of 320,000 active;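 active means mean replicate activation of at least 60% and every replicate at or above 60%; inconclusive means mean or all-replicate condition met, but not both; inactive means mean below 60% and not all replicates reaching 60%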;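 further: 0% = median plate neutral-control signal and 100% = twice that signal; values of inactives mirror those of a sister screen read the other way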
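Assay system: CHO ldlA[mSR-BI] cells, LDL receptor-null, SR-BI overexpressing; medium: Ham's F12 with 0.5% BSA, HEPES 25 mM, pH 7.4; also added: DiI-HDL 10 µg/mL; timing: 3 h uptake period with compound, 37 °C; signal: DiI fluorescence, bottom read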
PKA-R2B act: activators of human PKA-R2B complex | P22694+P31323 | PKA-R2B holoenzyme dissociation, Cy5-IP20 fluorescence polarization; R2B truncated from residue 108, S112A mutant; 0% DMSO only, 100% 113 µM cGMP | activation, % at 11.4 µM | 0.079% of 340,000 active;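 active means activation above a cutoff set at the mean over all compounds plus 3 SD, cut at about 18% in these data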;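 further: higher means more holoenzyme dissociation and a rise in polarization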
The depositor's hits bear a star; ? = inconclusive; · = not tested or not shown. Hits appear at their usual frequency, and some 2.1% of all compounds hit somewhere here.

SMILES	Cardiac RTF inh	DAGLB inh	NSD2 inh	Arrestin-AP2 inh	PvdQ acylase	LANA DNA inh	Keap1 Nrf2 FP	SR-BI HDL uptake	SR-BI DiI-HDL act	PKA-R2B act
NS(=O)(=O)c1ccc(NC(=O)Nc2ccc(Cl)cc2)cc1	-9	0	2	3	2	2.4	-1	14	-14	-7
COc1ccc(CN(CC(=O)NC2CCCC2)C(=O)CN2C(=O)COc3ccccc32)cc1	0	-1	·	15	0	0.5	-5	-7	7	-4
COc1ccc(CCNC(=O)CCCCC(=O)NCCc2ccc(OC)cc2)cc1	-3	-2	-1	-3	6	1.0	-2	-34	34	-11
O=C(NCc1ccco1)C(=O)c1cn(CC(=O)N2CCCC2)c2ccccc12	5	0	-2	-27	-9	0.1	-5	10	-10	3
Cc1cc(C(=O)CSc2nnc(-c3ccc(Cl)cc3)n2CC2CCCO2)c(C)n1C (configuration not stated)	3	1	17	24	1	1.3	-3	31	-31	-3
O=C(CN1C(=O)C2C3C=CC(C3)C2C1=O)Nc1nncs1 (configuration not stated)	-10	1	-2	-7	3	1.2	-5	-20	20	-3
CCOC(=O)c1cn(-c2ccc([N+](=O)[O-])cc2)c2cc(Cl)c([N+](=O)[O-])cc2c1=O	3	-3	-4	9	-1	-0.5	-2	12	-12	-12
CCOc1ncccc1C(=O)Nc1cccc(S(=O)(=O)N2CCOCC2)c1	-2	-2	-1	-3	-16	0.0	-2	18	-18	-1
CCOC(=O)CCNCC1COc2ccccc2O1 (configuration not stated)	-6	1	3	3	-4	-1.7	-1	-9	9	6
CC(C)CCN1C(Nc2ccccc2)=NC[C@@H]1C	-10	0	·	-10	-12	-0.2	1	-2	2	5
CC(=O)c1cccc(NC(=O)c2ccc(OC3CSC3)cc2)c1	1	-4	-1	41	8	0.9	-2	28	-28	-6
C=CC[C@H](CC(=O)NCCO)C(=O)NC[C@H](OC(=O)[C@@H](CC=C)Cc1ccc(F)cc1)c1ccccc1	-3	-2	·	29	5	0.7	2	-5	5	1
CCCCCCC(=O)Nc1ccc(Br)cn1	-1	-5	-3	-5	-5	-0.9	1	16	-16	7
COCCCNC(=O)CC(C)c1ccccc1 (configuration not stated)	-5	3	1	22	-5	-1.0	2	-31	31	-6
C#CCOCCOCCOCCNc1nc(N2CCN(C(=O)Cn3cc(CCCCN)nn3)CC2)nc(N2CCN(C(=O)[C@H](CCCCN)n3cc(CCC(=O)O)nn3)CC2)n1	7	0	·	1	-12	0.1	-3	-15	15	2
COC(=O)Cn1cc(/C=N/NC(=O)COc2cccc3cccnc23)c2ccccc21	-4	1	0	1	8	0.7	0	-20	20	1
COc1cccc(NC(=O)CCS(=O)(=O)c2ccc3c(c2)oc(=O)n3C)c1	1	1	-1	17	8	-1.6	-4	-19	19	-3
COc1ccc(C2C(C(C)=O)=C(O)C(=O)N2c2ccc(C)cc2)cc1 (configuration not stated)	-9	4	3	-16	-13	-3.2	-5	-9	9	4
OCC(CO)(CO)NCc1ccc(-c2ccccc2)cc1	-6	4	17	3	-9	-3.1	0	-26	26	-4
O=C(C(=O)N1CC=C(c2ccccc2)CC1)c1c[nH]c2ccccc12	-9	4	-1	22	-9	0.9	-3	-9	9	-4
COc1ccc(Cl)cc1C(=O)N1CCN(Cc2ccc3c(c2)OCO3)CC1	-6	-2	1	-7	-5	-1.7	-3	-2	2	-1
CCOC(=O)C1=C(COC(=O)CCOc2ccccc2)NC(=O)NC1C (configuration not stated)	4	1	0	-8	-4	-2.0	-6	-6	6	5
O=S(=O)(NN=C1CCCCCC1)c1ccccc1	-6	4	0	17	-7	2.3	-3	-45	45	8
Cc1ccc(OCCCC(=O)Nc2nc3ccccc3[nH]2)cc1	-4	1	-2	34	-1	-1.8	1	-25	25	-3
O=C(NCCc1ccccc1)C1CCC(=O)N1C1CCCC1 (configuration not stated)	2	3	-2	6	-13	2.5	5	7	-7	-7
C[C@@H](O)C1NC(=O)[C@H](CCCCN)NC(=O)c2cc([N+](=O)[O-])cc(I)c2OCC[C@@H](C(N)=O)NC1=O (some centres not stated)	-1	1	·	30	7	0.2	0	-21	21	2
CCN(CC)C(=O)CSc1nc2c(sc(=S)n2-c2ccccc2)c(=O)n1Cc1ccco1	-7	4	6	11	-4	0.9	-8	6	-6	-12
O=c1[nH]c2cc(Cl)c(Cl)cc2o1	-2	4	-2	12	-12	-2.3	-4	-20	20	-7
O=C(NCc1ccccc1F)Nc1ccc([N+](=O)[O-])cc1	-7	-2	-1	4	-12	-1.3	-4	12	-12	0
Cc1cccc(NNC(N)=S)c1	-8	-2	2	-5	-6	0.4	-4	3	-3	-7

Reformatted with two lines to a compound: entries from further up
Below each compound – Cardiac RTF inh, DAGLB inh, NSD2 inh, Arrestin-AP2 inh, PvdQ acylase, LANA DNA inh, Keap1 Nrf2 FP, SR-BI HDL uptake, SR-BI DiI-HDL act, PKA-R2B act
- COc1ccc(C2C(C(C)=O)=C(O)C(=O)N2c2ccc(C)cc2)cc1 (configuration not stated)
  -9, 4, 3, -16, -13, -3.2, -5, -9, 9, 4
- OCC(CO)(CO)NCc1ccc(-c2ccccc2)cc1
  -6, 4, 17, 3, -9, -3.1, 0, -26, 26, -4
- O=C(C(=O)N1CC=C(c2ccccc2)CC1)c1c[nH]c2ccccc12
  -9, 4, -1, 22, -9, 0.9, -3, -9, 9, -4
- COc1ccc(Cl)cc1C(=O)N1CCN(Cc2ccc3c(c2)OCO3)CC1
  -6, -2, 1, -7, -5, -1.7, -3, -2, 2, -1
- CCOC(=O)C1=C(COC(=O)CCOc2ccccc2)NC(=O)NC1C (configuration not stated)
  4, 1, 0, -8, -4, -2.0, -6, -6, 6, 5
- O=S(=O)(NN=C1CCCCCC1)c1ccccc1
  -6, 4, 0, 17, -7, 2.3, -3, -45, 45, 8
- Cc1ccc(OCCCC(=O)Nc2nc3ccccc3[nH]2)cc1
  -4, 1, -2, 34, -1, -1.8, 1, -25, 25, -3
- O=C(NCCc1ccccc1)C1CCC(=O)N1C1CCCC1 (configuration not stated)
  2, 3, -2, 6, -13, 2.5, 5, 7, -7, -7
- C[C@@H](O)C1NC(=O)[C@H](CCCCN)NC(=O)c2cc([N+](=O)[O-])cc(I)c2OCC[C@@H](C(N)=O)NC1=O (some centres not stated)
  -1, 1, ·, 30, 7, 0.2, 0, -21, 21, 2
- CCN(CC)C(=O)CSc1nc2c(sc(=S)n2-c2ccccc2)c(=O)n1Cc1ccco1
  -7, 4, 6, 11, -4, 0.9, -8, 6, -6, -12
- O=c1[nH]c2cc(Cl)c(Cl)cc2o1
  -2, 4, -2, 12, -12, -2.3, -4, -20, 20, -7
- O=C(NCc1ccccc1F)Nc1ccc([N+](=O)[O-])cc1
  -7, -2, -1, 4, -12, -1.3, -4, 12, -12, 0

Remaining list, next part
SMILES	Cardiac RTF inh	DAGLB inh	NSD2 inh	Arrestin-AP2 inh	PvdQ acylase	LANA DNA inh	Keap1 Nrf2 FP	SR-BI HDL uptake	SR-BI DiI-HDL act	PKA-R2B act
CN(CC(=O)Nc1ccccc1Cl)C(=O)CSC(=S)N1CCCC1	-4	1	0	1	12	-1.2	-7	-23	23	-12
CCOC(=O)CN(C(=O)CSc1nnc(-c2ccncc2)n1CCCOC)c1ccccc1	2	-1	-1	12	12	0.4	-3	-8	8	1
O=C(CN1C(=O)NC(c2ccccc2)(c2ccccc2)C1=O)Nc1ccc2[nH]c(=O)[nH]c2c1	1	3	1	-4	4	0.3	1	·	·	-2
N#CC1(NC(=O)CSc2nnc(-c3ccccc3F)n2N)CCCCC1	-4	2	0	-17	-19	-0.5	-1	10	-10	-5
O=C(Cn1ccc2ccccc2c1=O)NCCC(=O)Nc1ccc2c(c1)OCCO2	-8	1	-4	12	-9	-1.0	-1	-4	4	10
CN1CCc2c(sc(/N=C/c3cc(C(C)(C)C)ccc3O)c2C#N)C1	-9	-2	2	10	-2	-1.6	-10	·	·	10
C/C(=N/N1CCN(Cc2ccccc2)CC1)c1ccc(Br)cc1	-5	-6	3	21	6	-0.5	-4	-15	15	2
Cc1ccc(NC(=O)NC(=O)CSc2nnnn2C)c(C)c1	1	-2	4	-2	-9	1.5	-2	-7	7	5
C[C@@H](C(=O)OCC(=O)c1ccc(F)c(F)c1)N1C(=O)C2CCCCC2C1=O (some centres not stated)	0	-3	-2	17	2	1.0	-1	-19	19	1
O=C1c2ccccc2C(=O)N1Cc1cc(-c2ccccc2Cl)no1	-5	-6	-3	14	6	0.9	-7	-6	6	-22
CN(C)/N=C/C=C1\CC/C(=C\c2ccc(F)c(F)c2)C1=O	-8	1	·	5	-7	-1.8	3	·	·	-8
CC(Sc1nc2ccccc2c(=O)n1C)C(=O)Nc1ccc2c(c1)OCCO2 (configuration not stated)	-5	1	-2	3	3	1.6	-2	1	-1	-2
Cc1c(-c2nc(-c3ccncc3)no2)cccc1[N+](=O)[O-]	-4	-6	-1	-3	-15	1.2	2	-18	18	-2
CC(C)(C)OC(=O)CN1c2cccc3cccc(c23)S1(=O)=O	-9	-4	-11	0	-8	0.1	1	3	-3	2
Cc1ccc(NC(=O)COC(=O)c2ccc(S(=O)(=O)N3CCCCC3)cc2)cc1	6	1	-2	-1	-4	-0.7	-4	-33	33	-3
COc1ccc(N(CC(=O)NC2CCCCC2)C(=O)CNC(=O)c2ccco2)c(OC)c1	-5	2	4	2	-10	-0.6	0	0	0	8
CCCSC1=C(C#N)C(c2ccc(OC)cc2)C2=C(CC(C)(C)CC2=O)N1 (configuration not stated)	-5	-2	0	20	?	0.0	-3	14	-14	10
CCCCn1c(=N)n(CC(=O)O)c2ccccc21	0	-4	-6	30	1	0.4	5	-21	21	0
O=C(COc1cccc(C(F)(F)F)c1)Nc1cccnc1	0	0	-3	-18	-7	-1.1	2	-23	23	8
CCCCN1Cc2cc(C(=O)c3cc(OC)ccc3O)cnc2NC1=O	2	5	3	3	-3	2.9	-5	52	-52	-1
CCN(CC)S(=O)(=O)c1cccc(C(=O)OCC(=O)NC(C)c2ccccc2)c1 (configuration not stated)	2	-2	-4	-11	-8	1.0	-5	8	-8	-10
O=C(COC(=O)c1ccc(O)cc1)Nc1cc(S(=O)(=O)N2CCOCC2)ccc1Cl	7	-3	-3	-6	5	-1.3	0	44	-44	-7

Screening data (PubChem BioAssay)
